Source: PubChem (several laboratories)
TMEM16A inh – mouse TMEM16A channel inhibition, primary screen | HEK293 TMEM16A/YFP iodide influx fluorescence, ionomycin | normalized B-score (activity score, 25-100; higher = stronger inhibition) at 10 µM | actives 1.2% (n = 310,000) | AID 588511;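 active means ratio plate-corrected score three or more library SD toward inhibition, starting fluorescence score within five deviations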;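 further: score derived from kinetic fluorescence span divided by baseline fluorescence per well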
Target sequence (Q8BHY3 whole entry, looked up): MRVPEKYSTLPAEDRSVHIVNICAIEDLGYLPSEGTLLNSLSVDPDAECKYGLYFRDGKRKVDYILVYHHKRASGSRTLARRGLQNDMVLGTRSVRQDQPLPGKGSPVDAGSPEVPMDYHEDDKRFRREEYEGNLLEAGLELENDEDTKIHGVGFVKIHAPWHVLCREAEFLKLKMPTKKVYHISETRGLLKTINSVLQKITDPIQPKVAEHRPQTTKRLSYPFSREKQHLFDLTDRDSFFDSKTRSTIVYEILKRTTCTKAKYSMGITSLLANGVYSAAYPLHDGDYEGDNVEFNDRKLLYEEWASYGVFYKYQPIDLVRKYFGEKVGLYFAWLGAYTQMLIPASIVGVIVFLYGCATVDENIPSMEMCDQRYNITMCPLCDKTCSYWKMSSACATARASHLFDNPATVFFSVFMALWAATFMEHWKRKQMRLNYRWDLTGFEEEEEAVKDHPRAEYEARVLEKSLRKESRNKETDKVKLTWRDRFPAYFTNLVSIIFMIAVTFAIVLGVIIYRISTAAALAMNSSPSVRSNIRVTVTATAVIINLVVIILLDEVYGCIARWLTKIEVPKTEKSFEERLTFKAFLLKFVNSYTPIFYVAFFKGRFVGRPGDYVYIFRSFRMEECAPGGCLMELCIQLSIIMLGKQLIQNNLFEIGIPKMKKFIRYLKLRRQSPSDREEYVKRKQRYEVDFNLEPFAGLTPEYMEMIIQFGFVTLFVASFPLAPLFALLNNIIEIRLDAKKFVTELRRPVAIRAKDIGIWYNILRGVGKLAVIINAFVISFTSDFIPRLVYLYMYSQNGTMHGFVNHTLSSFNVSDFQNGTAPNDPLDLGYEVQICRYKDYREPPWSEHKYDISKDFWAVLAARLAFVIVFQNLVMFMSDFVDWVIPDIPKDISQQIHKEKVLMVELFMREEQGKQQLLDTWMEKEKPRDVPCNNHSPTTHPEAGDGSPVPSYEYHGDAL
DYRK1A inh – blocks rat Dyrk1A kinase activity; Q63470; actives 0.43% (n = 310,000); inhibition, % at 12.5 µM; ADP-Glo luminescence, NFATc1 peptide; in the data active means inhibition above about 50%;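 further: plate controls were vehicle with enzyme for no effect and no enzyme for full effect; many of its hits are not listed in these tables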
KCNK3 inh – human KCNK3 channel inhibition, primary screen; O14649; CHO-KCNK3 thallium flux, FluxOR fluorescence; stronger effect = lower value; B-score at 10 µM; actives 0.84% (n = 340,000); AID 602410;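 active means B-score under library mean minus 4 SD, starting fluorescence ratio at most library mean plus 5 SD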;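 further: more negative B-score means stronger inhibition of thallium flux through KCNK3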
TRPC4 PAM – allosterically enhances the mouse TRPC4 cation channel. Q9QUQ5. HEK293 TRPC4beta/mu-opioid, DAMGO EC20, Fluo-4 Ca2+ flux; stronger effect = higher value. B-score at 10 µM. actives 0.42% (n = 310,000). AID 2227;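 active means B-score of calcium response area above 5 SD of library B-scores, with initial fluorescence ratio within 5 SD of library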;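 further: B-score of integrated fluorescence ratio over time as area under calcium response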
hERG protect – shields human hERG channel from block by proarrhythmic agents; CHO-hERG, FluxOR thallium flux, dofetilide IC70 present; activation (rescue from dofetilide block), less the hit threshold, % at 10 µM; actives 0.51% (n = 310,000);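 active means activation above the mean of controls blocked by dofetilide plus 5 SD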;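 further: thallium influx through hERG after potassium depolarization seen as dye fluorescence rise; in these data hits start at about 4.7%; inactives centre near -7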
ANO1 activ – activators or potentiators of mouse TMEM16A chloride channel; AID 623877; B-score at 10 µM; HEK293 TMEM16A/YFP-H148Q/I152L, iodide quench fluorescence; stronger effect = lower value; actives 0.3% (n = 340,000);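 active means fluorescence-ratio B-score plate-corrected deviation score at least 3 library SD below zero, with starting fluorescence score within 5 deviations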;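 further: channel opened by trigger with iodide after compound preincubation; score built on the fluorescence ratio of max minus min over baseline; more negative score means more quench and so TMEM16A activation or potentiation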
KCNQ1 pot – human KCNQ1 channel potentiation or activation | P51787 | CHO-K1 KCNQ1, thallium flux FluxOR fluorescence; stronger effect = higher value | B-score at 10 µM | actives 0.35% (n = 310,000) | AID 2648;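 active means fluorescence ratio B-score, a plate-corrected score, at least three library SD, with initial intensity B-score within 5 SD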
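Assay system: CHO-K1 cells stably expressing KCNQ1; Medium: assay buffer with matched DMSO; Also added: K+/Tl+ depolarizing stimulus; Dosing: single dose; Timing: dye 90 min, compound 20 min, room temperature; Measured by: kinetic FluxOR thallium fluorescence, 10-s 1-Hz baseline, 110-s post-stimulus read; Read-out: peak-minus-minimum fluorescence over initial fluorescence, negative-control normalized, B-scored.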
KCNK9 block – inhibitors of human KCNK9 two-pore domain potassium channel. Q9NPC2. HEK293 KCNK9, FluxOR thallium flux fluorescence; stronger effect = lower value. B-score at 10 µM. actives 1.2% (n = 310,000);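 active means ratio B-score over 3 SD below the library mean, with starting fluorescence within 5 SD of its mean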;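 further: negative B-score means less thallium flux so channel inhibition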
HDAC3 inhib – blocks human histone deacetylase 3; O15379; actives 0.15% (n = 320,000); inhibition, % at 8.3 µM; recombinant HDAC3, fluorogenic peptide/trypsin coupled, fluorescence; in the data active means inhibition above about 26%, passing the limit was not always enough
TRPC4 agonist – TRPC4 (mouse) channel activation. B-score at 10 µM. HEK293 TRPC4beta/mu-opioid, Fluo4 calcium fluorescence; stronger effect = higher value. Q9QUQ5. actives 0.49% (n = 310,000);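 active means B-score above 5 SD of library B-scores, and initial fluorescence ratio not above library mean plus 5 SD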;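 further: positive B-score marks a calcium rise read as TRPC4 activation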
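Incubation: 45 min room-temperature Fluo4 loading, 110 s read / System: HEK293 cells stably co-expressing mouse TRPC4beta and mu-opioid receptor / Signal: Fluo4 fluorescence, kinetic / Control set: buffer (low) and maximal DAMGO (high) / Measure: integrated baseline-normalised fluorescence ratio, converted to per-well B score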
KCNQ1 block – blocks the human KCNQ1 potassium channel; AID 2642; CHO-K1 KCNQ1, FluxOR thallium flux fluorescence; stronger effect = higher value; actives 1.3% (n = 310,000); B-score at 10 µM; P51787;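 active means compounds whose thallium flux B-score, printed positive for inhibition, exceeds three library SD while starting fluorescence stays within three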;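 further: channel opened by potassium depolarization with thallium stimulus after 20 min compound exposure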
* marks the source's active call; other numbers are inactive results; i = inactive; / = no result given.

[1] CC(C)OC(=O)CSc1nnc(-c2ccc(Cl)cc2Cl)o1
[2] Cc1ccc(-c2csc3nc4c5ccccc5c(NCCCN(C)C)nn4c(=O)c23)cc1
[3] CCCCCn1c(SCCc2ccccc2)nc2c1c(=O)[nH]c(=O)n2C
[4] O=C(N/N=C/c1ccccc1)c1ccc(NC(=O)c2ccc(F)cc2)cc1
[5] CCOc1cc(C2NC(=O)NC(c3ccccc3)=C2C(C)=O)ccc1OCC(N)=O (stereo not drawn)
[6] CC(=O)c1sc(Nc2nc3ccc(F)cc3s2)nc1C

Screen / compound no.,1,2,3,4,5,6
TRPC4 agonist,i,i,i,i,i,i
KCNQ1 pot,i,i,i,i,i,i
hERG protect,-4,-27,-9,-6,-7,-21
TRPC4 PAM,i,i,i,i,i,i
DYRK1A inh,-8,4,1,-3,2,3
KCNK3 inh,i,i,i,i,i,i
KCNQ1 block,i,i,i,i,i,i
KCNK9 block,i,i,i,i,i,i
TMEM16A inh,i,i,i,i,i,25*
ANO1 activ,i,i,i,i,i,i
HDAC3 inhib,5,-93,5,4,-5,-4

[7] O=[N+]([O-])c1ccc(OCc2cn([C@@H](CO)c3ccccc3)nn2)c(Br)c1
[8] COc1ccc(S(=O)(=O)N2CCOCC2)cc1NC(=O)CO/N=C/c1ccccc1OC(F)F
[9] COC1c2ccccc2C(=O)N1Cc1ccc(F)cc1 (stereo not drawn)
[10] CN(C)C=NC(=O)c1cc(C(=O)c2ccc(C(C)(C)C)cc2)c[nH]1
[11] CC(=O)N1CCN(C(=O)c2cccc(NS(=O)(=O)c3ccc(Br)cc3)c2)CC1
[12] CCOC(=O)/C(N=Nc1c(C)n(C)n(-c2ccccc2)c1=O)=C(\C)O

Screen / compound no.,7,8,9,10,11,12
TRPC4 agonist,i,i,i,i,i,i
KCNQ1 pot,i,i,i,i,i,i
hERG protect,-4,-4,-11,-15,-7,-7
TRPC4 PAM,i,i,i,i,i,i
DYRK1A inh,4,-3,-3,-4,16,-4
KCNK3 inh,i,i,i,i,i,i
KCNQ1 block,i,i,i,i,i,i
KCNK9 block,i,i,i,i,i,i
TMEM16A inh,i,i,i,i,i,i
ANO1 activ,i,i,i,i,i,i
HDAC3 inhib,1,5,-1,9,1,4

[13] COc1nc(OC)nc(N2CCC(C(=O)NCc3cccs3)CC2)n1
[14] Cc1nc2ccccc2c(=O)n1-c1cccc(NS(=O)(=O)c2ccccc2)c1
[15] CN(c1ccccc1)S(=O)(=O)c1ccc(NC(=O)c2cccs2)cc1
[16] CC(C)c1nc2ccc(NC(=O)C3CCCCC3)cc2[nH]1
[17] Cc1ccccc1OCC(=O)N/N=C/c1ccc2c(c1)OCCO2
[18] CCOC(=O)c1ccc(C(=O)OCC)c(NC(=S)Nc2ccc([N+](=O)[O-])cc2OC)c1

Screen / compound no.,13,14,15,16,17,18
TRPC4 agonist,i,i,i,/,i,i
KCNQ1 pot,i,i,i,/,i,i
hERG protect,-8,-10,-9,/,-10,-4
TRPC4 PAM,i,i,i,/,i,i
DYRK1A inh,-6,11,-7,-11,15,-2
KCNK3 inh,i,i,i,i,i,i
KCNQ1 block,i,i,i,/,i,i
KCNK9 block,i,i,i,/,i,i
TMEM16A inh,i,i,i,i,i,i
ANO1 activ,/,i,i,i,i,i
HDAC3 inhib,1,-7,14,-1,5,5

[19] O=C(OCc1nc2ccccc2s1)c1ccc(Br)o1
[20] COc1ccc(Cl)cc1NC(=O)CSc1nc(Nc2ccccc2)nc(N2CCOCC2)n1
[21] O=C(COc1ccc(-c2ccccc2)cc1)NN=C1CCCC1
[22] OCC(Cc1ccccc1)NCc1ccccc1C(F)(F)F (stereo not drawn)
[23] Cc1ccccc1C(=O)Nc1nc2c(C)csc2c(=O)s1
[24] CC(C)N(CCNC(=O)C1CCCN(c2ncnc3c2nc2n3CCCCC2)C1)Cc1ccccc1 (stereo not drawn)

Screen / compound no.,19,20,21,22,23,24
TRPC4 agonist,i,i,i,i,i,i
KCNQ1 pot,i,i,i,i,i,i
hERG protect,-10,-12,-3,-3,-4,-6
TRPC4 PAM,i,i,i,i,i,i
DYRK1A inh,-3,4,-2,3,/,-7
KCNK3 inh,i,i,i,i,i,i
KCNQ1 block,i,i,i,i,i,i
KCNK9 block,i,i,i,i,i,i
TMEM16A inh,i,i,i,i,i,i
ANO1 activ,i,i,i,i,i,i
HDAC3 inhib,6,/,0,1,-11,1

[25] CCCCCCCCN1[C@@H](CC(C)=O)c2cc(C(F)(F)F)ccc2S1(=O)=O
[26] Cc1cc(CNC(=O)CCc2nnc(CCCCc3ccccc3)o2)nn1C
[27] O=S(=O)(NCCc1ccccn1)c1ccc(F)c(F)c1
[28] CCOC(=O)C1=C(C)N(C)C(C)=C(C(=O)OCC)C1c1ccccc1
[29] O=C(CSc1nnc2scc(-c3ccccc3)n12)NCC1CCCO1 (stereo not drawn)
[30] Cc1nn(C(=O)c2cccnc2)c(C)c1Sc1ccc(Br)cc1

Screen / compound no.,25,26,27,28,29,30
TRPC4 agonist,i,i,i,i,i,i
KCNQ1 pot,56*,i,i,i,i,i
hERG protect,-14,-6,4,-4,-8,-5
TRPC4 PAM,i,i,i,i,i,i
DYRK1A inh,5,28,-6,11,0,/
KCNK3 inh,i,i,i,i,i,i
KCNQ1 block,i,i,i,i,i,i
KCNK9 block,i,i,i,i,i,i
TMEM16A inh,i,i,i,i,i,25*
ANO1 activ,i,i,i,i,i,i
HDAC3 inhib,6,7,-4,4,-1,7

[31] Cc1c(C)[n+](=O)c(-c2ccc(Br)cc2)c(C)n1[O-]
[32] CC(C)(C)c1cc(CN2CCCCC2)cc(C(C)(C)C)c1O
[33] CC(NC(=O)c1ccco1)C(=O)Nc1nc(-c2ccccn2)cs1 (stereo not drawn)
[34] Cc1ccc2[nH]c(C(=O)N3CCN(C(c4ccccc4)c4ccccc4)CC3)cc2c1
[35] CCOC(=O)c1[nH]c(=O)[nH]c1CN(Cc1ccco1)Cc1[nH]c(=O)[nH]c1C(=O)OCC
[36] N#CCCn1c(SCC(=O)NCc2ccco2)nc2ccccc21

Screen / compound no.,31,32,33,34,35,36
TRPC4 agonist,i,i,i,i,i,i
KCNQ1 pot,i,i,i,i,i,i
hERG protect,-2,-4,-15,-3,-14,-2
TRPC4 PAM,i,i,i,i,i,i
DYRK1A inh,-3,/,4,7,-2,2
KCNK3 inh,i,/,i,i,i,i
KCNQ1 block,i,i,i,i,i,i
KCNK9 block,i,i,i,i,i,i
TMEM16A inh,i,i,100*,i,i,i
ANO1 activ,i,/,i,i,i,i
HDAC3 inhib,-1,6,2,1,0,/

[37] CC1CCCCC1NC(=O)/C=C/c1nc2ccccc2s1 (stereo not drawn)
[38] COc1ccc(C(=O)N2CCOC2CNC(=O)C(=O)NCc2ccc(Cl)cc2)cc1 (stereo not drawn)
[39] O=C(Nc1cccn2ncnc12)c1ccccc1
[40] CCOC(=O)c1cnc2c(C)cccc2c1NCCCN1CCOCC1
[41] CN(C(=O)COC(=O)c1ccc2ccccc2n1)C1CCS(=O)(=O)C1 (stereo not drawn)
[42] COCCCN1C(=O)C(=O)/C(=C(/O)c2ccccc2)C1c1ccc(N(C)C)cc1 (stereo not drawn)

Screen / compound no.,37,38,39,40,41,42
TRPC4 agonist,i,i,i,i,i,i
KCNQ1 pot,i,i,i,i,i,i
hERG protect,-5,-8,-9,-7,-10,-4
TRPC4 PAM,i,i,i,i,i,i
DYRK1A inh,-2,/,33,26,-3,0
KCNK3 inh,i,i,i,i,i,i
KCNQ1 block,i,i,i,i,i,i
KCNK9 block,i,i,i,i,i,i
TMEM16A inh,i,i,i,i,i,i
ANO1 activ,i,i,i,i,i,i
HDAC3 inhib,-3,-3,18,6,1,14

[43] Cn1c(=O)c2c(nc(Oc3ccc(-c4ccccc4)cc3)n2C)n(C)c1=O
[44] COc1ccc(CN(C)CC2CCCN(CCc3ccc(F)cc3)C2)c(OC)c1OC (stereo not drawn)
[45] COC(=O)Cc1c(C)c2ccc(OCC(=O)NC3CCS(=O)(=O)C3)cc2oc1=O (stereo not drawn)
[46] COc1ccccc1NC(=O)c1ccccc1S(=O)(=O)c1ccccc1[N+](=O)[O-]
[47] COc1ccc2cc(C(=O)C3CCCN(C(=O)Cc4c(C)noc4C)C3)ccc2c1 (stereo not drawn)
[48] CCc1ccc(N2CN(Cc3cccnc3)CNC2=S)cc1

Screen / compound no.,43,44,45,46,47,48
TRPC4 agonist,i,i,i,i,i,i
KCNQ1 pot,i,i,i,i,i,i
hERG protect,-4,-7,-10,-9,-13,-8
TRPC4 PAM,i,i,i,i,i,i
DYRK1A inh,2,5,2,-5,4,4
KCNK3 inh,i,i,i,i,i,i
KCNQ1 block,i,i,i,i,i,i
KCNK9 block,i,i,i,i,i,i
TMEM16A inh,i,i,i,i,i,i
ANO1 activ,i,i,i,i,i,i
HDAC3 inhib,0,-3,0,-6,-39,3

In the list so far, these contain an aryl methoxy group.
[8] COc1ccc(S(=O)(=O)N2CCOCC2)cc1NC(=O)CO/N=C/c1ccccc1OC(F)F
[13] COc1nc(OC)nc(N2CCC(C(=O)NCc3cccs3)CC2)n1
[18] CCOC(=O)c1ccc(C(=O)OCC)c(NC(=S)Nc2ccc([N+](=O)[O-])cc2OC)c1
[20] COc1ccc(Cl)cc1NC(=O)CSc1nc(Nc2ccccc2)nc(N2CCOCC2)n1
[38] COc1ccc(C(=O)N2CCOC2CNC(=O)C(=O)NCc2ccc(Cl)cc2)cc1 (stereo not drawn)
[44] COc1ccc(CN(C)CC2CCCN(CCc3ccc(F)cc3)C2)c(OC)c1OC (stereo not drawn)
[46] COc1ccccc1NC(=O)c1ccccc1S(=O)(=O)c1ccccc1[N+](=O)[O-]
[47] COc1ccc2cc(C(=O)C3CCCN(C(=O)Cc4c(C)noc4C)C3)ccc2c1 (stereo not drawn)

Screen / compound no.,8,13,18,20,38,44,46,47
TRPC4 agonist,i,i,i,i,i,i,i,i
KCNQ1 pot,i,i,i,i,i,i,i,i
hERG protect,-4,-8,-4,-12,-8,-7,-9,-13
TRPC4 PAM,i,i,i,i,i,i,i,i
DYRK1A inh,-3,-6,-2,4,/,5,-5,4
KCNK3 inh,i,i,i,i,i,i,i,i
KCNQ1 block,i,i,i,i,i,i,i,i
KCNK9 block,i,i,i,i,i,i,i,i
TMEM16A inh,i,i,i,i,i,i,i,i
ANO1 activ,i,/,i,i,i,i,i,i
HDAC3 inhib,5,1,5,/,-3,-3,-6,-39

Some of the compounds tested. The share of hits here may be higher or lower than overall.
